Source: PubChem
PAX8 reporter = PAX8 transcriptional activity inhibition | RMG-I TPO-luciferase reporter, SteadyGlo, 24 h | inhibition, % at 12.6 µM | actives 1.2% (n = 360,000);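 active means mean replicate inhibition at least 60% with every replicate also reaching 60%; inconclusive means only one of the two criteria is met; inactive means mean below 60% and not all replicates reaching 60%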;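 further: luciferase light reporting Pax8 driven TPO promoter activity; plate controls were median of neutral control wells for no effect and mitoxantrone controls for full effect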
LGR2 antag = Drosophila LGR2 receptor signaling inhibition | actives 0.35% (n = 380,000) | AID 720647 | HEK293 LGR2, CRE-luciferase, bursicon-stimulated, 4 h | inhibition, % at 9.99 µM;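 active means drop in luminescence signal, shown as inhibition above about 50% in the replicate tests, limit read from the data, passing the limit was not always enough; inconclusive means probably only some replicates passing the limit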;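 further: agonist challenge used bursicon conditioned medium at about half maximal strength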
SIRT5 inh = inhibitors of human sirtuin-5 desuccinylase | Q9NXA8 | Purified SirT5, succinyl-peptide AMC, trypsin-coupled fluorescence | inhibition, % at 15 µM | actives 1.1% (n = 330,000) | AID 652115; in the data active means inhibition above about 15%; inconclusive means no clear call, values can overlap the other calls
Target sequence (Q9NXA8 whole entry, looked up): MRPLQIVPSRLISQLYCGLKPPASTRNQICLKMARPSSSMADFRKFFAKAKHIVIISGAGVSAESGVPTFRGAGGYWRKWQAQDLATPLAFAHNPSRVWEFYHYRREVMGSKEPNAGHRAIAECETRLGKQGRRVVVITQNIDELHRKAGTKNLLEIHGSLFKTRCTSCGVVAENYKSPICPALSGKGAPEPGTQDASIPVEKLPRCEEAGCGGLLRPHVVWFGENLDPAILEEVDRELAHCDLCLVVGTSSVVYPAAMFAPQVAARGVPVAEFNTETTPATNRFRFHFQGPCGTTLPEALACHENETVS
ARNT-TACC3 inh = disruptors of human ARNT/TACC3 interaction | AlphaScreen His-ARNT PAS-B/GST-TACC3 binding, luminescence; TACC3 fragment carries E629A point mutation | inhibition, % at 9.99 µM | actives 0.66% (n = 390,000) | AID 623870;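 active means mean inhibition of replicates at least 50% and at least half of replicates each reaching 50%; inconclusive means half or more replicates reach 50% but mean below 50%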;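 further: 0% = complete ARNT plus TACC3 wells and 100% = ARNT alone without TACC3; many hits fall short of the cut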
EWS-Fli block = inhibitors of EWS/Fli oncoprotein transcriptional activity. inhibition, % at 12.6 µM. actives 0.67% (n = 350,000). A673 NR0B1-luciferase reporter, viability-normalised;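 active means mean inhibition of at least 50% after viability correction, with every replicate also passing that limit; inconclusive means mean reaches 50% but only one of two replicates passes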;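 further: firefly luciferase signal divided by Alamar Blue viability fluorescence both relative to DMSO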
DENV2 CPE = protects cells from dengue virus 2 cytopathic effect. actives 1.7% (n = 350,000). CPE inhibition, % at 9.99 µM. DENV2-infected cells, cytopathic effect rescue, plate reader. AID 651640; in the data active means CPE inhibition above about 20%, passing the limit was not always enough; inconclusive means no clear call, values can overlap the other calls; tested in BHK-21 cells;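 further: 0% = median of neutral control wells and 100% = median of positive control wells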
CASP6 VEID inh = inhibitors of human caspase-6. inhibition, % at 12.5 µM. AID 686996. purified caspase-6, Z-VEID-R110 cleavage fluorescence. P55212. actives 0.53% (n = 350,000);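 active means mean inhibition across replicates at least about 35%, with every replicate also reaching that limit, limit read from the data; inconclusive means only one of the two criteria met; inactive means neither criterion met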;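 further: 0% = median of neutral control wells and 100% = no fluorescence left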
Target sequence (P55212 24-179 limits assumed): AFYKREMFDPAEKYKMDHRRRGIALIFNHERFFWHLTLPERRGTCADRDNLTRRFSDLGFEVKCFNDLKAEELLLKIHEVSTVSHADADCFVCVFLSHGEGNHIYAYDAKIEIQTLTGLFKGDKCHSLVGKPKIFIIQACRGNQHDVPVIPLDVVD
Target sequence (P55212 194-293 limits assumed): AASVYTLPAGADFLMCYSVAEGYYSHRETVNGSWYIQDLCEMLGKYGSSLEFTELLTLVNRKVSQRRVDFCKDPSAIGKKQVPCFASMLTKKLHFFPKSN
Active calls of the source: *; u = inconclusive; x = no result given; & = joins results of further samples.

SMILES	PAX8 reporter	LGR2 antag	SIRT5 inh	ARNT-TACC3 inh	EWS-Fli block	DENV2 CPE	CASP6 VEID inh
CS(=O)(=O)c1ccc2nc(NC(=O)c3cc(-c4ccccc4)nn3-c3ccccc3)sc2c1	-3	24	-2	-3	2	-7	-1
CC(C)CN(C(=O)CN1C(=O)NC(c2ccccc2)(c2ccccc2)C1=O)C1CCS(=O)(=O)C1 (stereo not given)	2	8	-3	3	1	-3	1
COCC(C)n1c(SCC(=O)N(C)C2CCS(=O)(=O)C2)nc2ccccc2c1=O (stereo not given)	8	6	x	-2	8	2	-2
CCOC(=O)N1CCC(NC(=O)c2cc(C(=O)Nc3ccc(OC)c(OC)c3)ccc2CO)CC1	x	-3	-1	x	x	x	2
CC(=O)Nc1cc2nc(C)n(Cc3ccccc3)c2nc1C	19	10	-9	-5	-3	8	x
Cc1ccc(S(=O)(=O)N[C@@H]2C=C[C@@H](CC(=O)N3CCN(c4ccccc4)CC3)O[C@H]2CO)cc1	11	8	2	x	-1	9	2
COc1ccccc1CC(NC(C)=O)C(=O)NC1CCN(C(=O)c2ccc([N+](=O)[O-])cc2)CC1 (stereo not given)	-12	x	-3	1	3	0	-1
Cc1ccccc1Nc1ccc2nonc2c1[N+](=O)[O-]	9	-17	29*	-14	-23	-3	2
Cc1ccc(NC(=O)CCN2CC(C)OC(C)C2)cc1 (stereo not given)	-1	8	-3	-2	-3	2	-5
O=C(O)c1ccc(/C=N/NC(=O)c2cc(-c3ccc4c5c(cccc35)CC4)n[nH]2)cc1	-16	-14	0	0	32	1	28
CNC[C@H]1Oc2ccc(NS(C)(=O)=O)cc2C(=O)N([C@@H](C)CO)C[C@H]1C	1	13	-2	-26	0	2	2
COc1ccc(S(=O)(=O)N[C@@H]2CC[C@@H](CCn3cc(-c4cccc(F)c4)nn3)O[C@@H]2CO)cc1	2	-5	-5	-5	-5	-7	2
CCNC(=O)CN(c1ccccc1OC)S(=O)(=O)c1cccs1	-13	14	x	30	x	x	x
CC(=O)NCCCc1nc2ccccc2n1Cc1c(F)cccc1Cl	4	3	-1	-18	-6	-9	0
C#CCNC(=O)/C=C/c1ccc(C)cc1	-162	-69	x	-7	-66	-10	x
O=C(CC1CC1)N1CC2(C1)[C@H](c1ccccc1)[C@H](CO)N2S(=O)(=O)Cc1ccccc1	-6	-3	-1	x	1	0	1
O=C(COc1ccccc1)NNC(=O)c1ccc(Cl)cc1	-6	-14	-5	-9	-8	u	1
CN(C)C(=O)C[C@@H]1C[C@H]2c3cc(NC(=O)C4CCC4)ccc3O[C@H]2[C@@H](CO)O1	0	-18	1	-5	1	-3	0
Cn1cccc1/C=N/N1CCN(Cc2ccccc2Cl)CC1	7	-3	-3	10	1	-5	-1
CN1CCN(C(=O)c2ccc(S(=O)(=O)N(C)c3ccccc3)cc2)CC1	11	7	x	x	-7	-10	1
CO[C@H]1CN(C)C(=O)c2cc(NC(=O)c3ccno3)ccc2OC[C@@H](C)NC[C@H]1C	1	-15	-1	4	-2	5	-2
CC(C)CC(N)c1csc(Nc2ccc(C(=O)NCCCO)cn2)n1 (stereo not given)	-8	4	3	x	0	20	2
CCOC(=O)C1CCN(C(=O)C(C)Oc2ccc(C(=O)c3ccccc3)cc2)CC1 (stereo not given)	10	1	-5	-3	0	4	-1
COc1ccc(CN2C(=O)C(CC(=O)NCCCN(C)C)CC(C(=O)N(C(C)C)C(C)C)=C2C)cc1 (stereo not given)	-6	-5	-3	x	-1	9	-11
COc1ccccc1/C=C/CN1CCC(n2nccc2NC(=O)C2CC2)CC1	8	12	5	4	6	1	-2
New compounds follow
SMILES	PAX8 reporter	LGR2 antag	SIRT5 inh	ARNT-TACC3 inh	EWS-Fli block	DENV2 CPE	CASP6 VEID inh
NC(=O)Cn1cnc2c(nnn2-c2ccc(F)cc2)c1=O	6	3	-1	-3	1	0	-1
CC(=O)Nc1ccccc1OCc1nnc(-c2ccccc2Cl)o1	-10	9	0	-15	-15	-1	0
CN1C(=O)c2cc(NC(=O)C3CCCCC3)ccc2OC[C@H]2O[C@H](CC(=O)NCC3CCCCC3)CC[C@H]21	-7	-10	4	x	-1	-10	2
C[C@@H]1CN([C@H](C)CO)C(=O)c2cccc(NC(=O)C3CCOCC3)c2O[C@H]1CN(C)S(=O)(=O)c1ccc(F)cc1	8	13	-2	-7	-9	14	1
O=C(CNC(=O)c1ccccc1)NCC(=O)OCc1ccccc1Cl	0	-9	6	x	-2	-1	6
CN(CC(=O)Nc1ccc(Cl)c(Cl)c1)CC(=O)N1CCCCCC1	11	-5	x	x	-15	-8	2
Cc1ccc(S(=O)(=O)NC(C)(C)CN2CCNCC2)cc1	-3	-16	-5	7	12	5	x
O=C(O)c1ccc(OCCN2CCCC2=O)cc1	0	3	0	-44	7	2	17
COc1ccccc1-c1ccc2c(c1)O[C@@H](CN(C)C(=O)c1ccccc1)[C@@H](C)CN([C@H](C)CO)S2(=O)=O	4	2	-5	4	-1	6	1
Cc1cc(Cl)nc(Cl)c1C(=O)NC(=O)NCCC(C)C	4	-2	-6	9	3	1	4
CCOc1ccc(NC(=S)N(CCCN2CCOCC2)Cc2cn(C)c3ccccc23)cc1	15	9	-3	x	6	-2	1
COc1ccccc1N(C)S(=O)(=O)c1ccc(C(=O)Nc2cc(OC)c(OC)c(OC)c2)cc1	21	4	0	-4	2	0	0
Cc1ccc(C(=O)Nc2ccc3ccccc3n2)cc1	-93	-23	-2	-9	0	-4	-3
N#C[C@@H]1[C@H](c2ccccc2)[C@H](CO)N1S(=O)(=O)c1ccc(F)cc1	-9	-2	4	-1	-4	u	2
CC(C)NC(=O)Nc1ccc2c(c1)C(=O)N([C@H](C)CO)C[C@H](C)[C@H](CN(C)C(=O)CCCN(C)C)OCCCC[C@@H](C)O2	1	11	0	19	x	1	-3
CCOC(=O)c1c(NC(=O)CCl)sc(CN(C)C)c1-c1ccccc1	27	-18	-1	4	5	-4	24
Cc1ccc(C2(C)NC(=O)N(CC(=O)NNC(=O)c3ccccc3F)C2=O)cc1 (stereo not given)	4	-4	3	-18	-6	-5	1
O=Cc1c(Cl)cccc1Cl	x	-1	x	x	-5	-1	-6
COc1ccc(C(=O)OCC(=O)NCC2CCCO2)c(F)c1 (stereo not given)	10	-4	-1	-1	-5	1	-1
COCc1ccc(C(=O)N2CCCC(CNC(=O)c3ccc(F)cc3)C2)o1 (stereo not given)	x	6	0	-13	-16	18	2
O=C(Nc1ccccc1)/C(=C\c1cccs1)NC(=O)c1ccccc1	11	4	x	-9	x	x	x
COc1cccc(-c2cnc3c(c2)C(=O)N([C@H](C)CO)C[C@H](C)[C@H](CN(C)C(=O)Nc2ccccc2)O3)c1	x	11	1	-23	-1	9	-3
Cc1ccn2cc(CCNC(=O)Cc3cccs3)nc2c1	3	3	-1	-1	-2	-9	-3
COc1ccc(CC(=O)NCc2ccc3c(c2)cc(C)n3C)cc1	2	-15	x	16	1	4	8
CNC(C)C(=O)NC(C(=O)N1CCCC1C(=O)NC1CCCc2ccccc21)C(C)C (stereo not given)	-7	-3	x	-9	-4	x	3
Next records.
SMILES	PAX8 reporter	LGR2 antag	SIRT5 inh	ARNT-TACC3 inh	EWS-Fli block	DENV2 CPE	CASP6 VEID inh
COc1ccc(-c2cc(C(F)(F)F)n3nc(C(=O)N4CCN(C(=O)c5ccco5)CC4)cc3n2)cc1	18	17	-5	7	-2	-1	1
Cc1cc(C)c(C(=O)Nc2ccc(S(=O)(=O)Nc3ccccn3)cc2)c(C)c1	-10	-5	7	-4	-1	-3	12
COCC#Cc1cnc2c(c1)C(=O)N([C@H](C)CO)C[C@H](C)[C@H](CN(C)C(=O)C1CCC1)O2	x	4	6	-14	-14	17	-1
CN(CC(=O)NCCCc1ccccc1)Cc1ccc(Br)cc1	-31	-5	-1	-4	8	5	x
CNc1ncc(-c2nnnn2-c2ccccc2)c(-c2ccccc2)n1	2	4	3	3	4	6	-1
Cc1noc(C)c1NC(=O)Nc1cccc2c1O[C@@H](CN(C)C)[C@@H](C)CN([C@H](C)CO)C2=O	-4	1&-6	-4&-2	3&-4	-10&0	1&-7	-2&-1
Cc1sc(NC(=O)/C=C/c2ccco2)c(C(=O)O)c1C	-52	5	3	0	-47	-8	13
Cc1noc(C)c1NC(=O)N(C)C[C@@H]1OCCCC[C@H](C)Oc2ccc(NC(=O)NC3CCCCC3)cc2C(=O)N([C@@H](C)CO)C[C@H]1C	-4	6	-4	2	-1	44*	2
C[C@H](CO)N1C[C@H](C)[C@H](CN(C)C)Oc2ccc(NC(=O)NC3CCCCC3)cc2C1=O	-11	-23	x	x	0	1	1
Cc1ccccc1CNC(=O)CCC(=O)N1CCOc2ccc(Cl)cc21	x	-14	-2	1	-4	7	0
CCN(CC(=O)Nc1cc(Cl)ccc1C)C(=O)CSCc1c(C)noc1C	6	10	0	5	-1	-3	0
O=C1OCc2ccc(NC(=O)c3sccc3Cl)cc21	2	-13	5	-14	-12	3	-3
COc1ccc(CCc2nnc(CCC(=O)NCc3cnn(-c4ccccc4C)c3)o2)cc1	-6	6	-3	-2	-4	-6	-2
COc1ccc(NC(=O)N(C)C[C@@H]2OCCCC[C@H](C)Oc3ccc(NC(=O)c4ccncc4)cc3C(=O)N([C@@H](C)CO)C[C@@H]2C)cc1	-3	-16	x	16	-4	5	x
O=C(NCCCN1CCOCC1)Nc1ccc(Cc2ccc(NC(=O)NCCCN3CCOCC3)cc2)cc1	-1	7	-5	10	-5	-5	-27
CC1(c2ccccc2)NC(=O)N(CC(=O)Nc2ccccc2N2CCCC2)C1=O (stereo not given)	7	10	5	2	-6	-1	3
Cc1ccc(S(=O)(=O)N(CC(=O)NCc2cccnc2)C2CCCCC2)cc1	17	-11	-3	-9	2	6	-1
O=C(C[C@@H]1C[C@H]2c3cc(NC(=O)C4CCC4)ccc3O[C@H]2[C@@H](CO)O1)NC1CCCC1	-7	1	-1	6	11	1	0
Cc1ccc(S(=O)(=O)/N=C2/NC(=O)/C(=C/c3ccccn3)S2)cc1	3	16	2	4	8	3	7
COc1ccccc1NC(=O)C1=C(C)NC(=O)NC1c1ccccc1[N+](=O)[O-] (stereo not given)	16	x	2	3	-9	-1	1
COc1cccc(NC(=O)CN(C)C(=O)c2ccccn2)c1	-5	-19	0	6	-14	-1	1
C[C@H](CO)N1C[C@H](C)[C@@H](CN(C)Cc2ccc3c(c2)OCO3)OCCCC[C@H](C)Oc2ccc(NC(=O)Nc3ccc(C(F)(F)F)cc3)cc2C1=O	37	0	2	x	x	x	0
CN(Cc1ccccc1)C(=O)COC(=O)C12CC3CC(CC(Br)(C3)C1)C2	-23	-7	-3	19	-4	-6	0
COc1ccccc1C(=O)NCCC(=O)N1CCN(S(=O)(=O)c2ccc(Cl)cc2)CC1	6	-15	0	2	4	5	-1
FC(F)(F)c1ccccc1-c1nc(-c2ccncc2)no1	-6	-13	-3	-7	-14	-5	-3
O=C(C1CCN(S(=O)(=O)c2ccc(Cl)s2)CC1)N1CCN(c2ccccc2)CC1	4	-9	-5	-7	-1	0	2
CC(C)C#Cc1ccc([C@@H]2[C@@H](CO)N3C(=O)CN(C(=O)NC4CCCCC4)C[C@@H]23)cc1	x	-3	2	x	6	u	-5
CCCCN1C2CCCC1CC(NC(=O)c1ccccc1Cl)C2 (stereo not given)	-5	-7	3	-1	-13	4	1
CCN1CCN(C(=O)C2=CC(c3ccc(OC)cc3)=NS(=O)(=O)N2C)CC1	6	x	5	-4	5	-9	2

Part of the list above, set out differently:
| Compound | PAX8 reporter | LGR2 antag | SIRT5 inh | ARNT-TACC3 inh | EWS-Fli block | DENV2 CPE | CASP6 VEID inh |
| --- | --- | --- | --- | --- | --- | --- | --- |
| COc1ccc(CC(=O)NCc2ccc3c(c2)cc(C)n3C)cc1 | 2 | -15 | x | 16 | 1 | 4 | 8 |
| CNC(C)C(=O)NC(C(=O)N1CCCC1C(=O)NC1CCCc2ccccc21)C(C)C (stereo not given) | -7 | -3 | x | -9 | -4 | x | 3 |
| COc1ccc(-c2cc(C(F)(F)F)n3nc(C(=O)N4CCN(C(=O)c5ccco5)CC4)cc3n2)cc1 | 18 | 17 | -5 | 7 | -2 | -1 | 1 |
| Cc1cc(C)c(C(=O)Nc2ccc(S(=O)(=O)Nc3ccccn3)cc2)c(C)c1 | -10 | -5 | 7 | -4 | -1 | -3 | 12 |
